hIAP block – human IAP inhibitors, primary screen, biochemical, luminescence, uHTS. Intestinal-type alkaline phosphatase (Homo sapiens), P09923. purified IAP, CDP-Star luminescence, 30 min. inhibition, % at 10 µM. hit rate 0.12% among 330,000. AID 2544, 2010;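 active = inhibition reaching a set limit with compound at 10 µM in the primary screen, cut at about 35% in these data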;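 note: plate controls were DMSO wells with enzyme for no effect and no-enzyme buffer wells for full effect; values of inactives mirror those of a sister screen read the other way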
A3G deaminase – APOBEC3G DNA deaminase inhibitors, primary screen, biochemical, fluorescence, single-stranded DNA substrate, uHTS | AID 493012, 2011 | inhibition, % at 20 µM | DNA dC->dU-editing enzyme APOBEC-3G (Homo sapiens), Q9HC16 | recombinant A3G, ssDNA deamination FAM/TAMRA fluorescence | hit rate 0.28% among 330,000;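 active = inhibition of at least 40% at 20 µM, with no more than 30% in the related APOBEC3A deaminase screen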;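 note: plate controls were DMSO wells with A3G for no effect and wells lacking A3G enzyme for full effect; some compounds called inactive have numbers as strong as hits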
Target sequence (Q9HC16 whole entry, looked up): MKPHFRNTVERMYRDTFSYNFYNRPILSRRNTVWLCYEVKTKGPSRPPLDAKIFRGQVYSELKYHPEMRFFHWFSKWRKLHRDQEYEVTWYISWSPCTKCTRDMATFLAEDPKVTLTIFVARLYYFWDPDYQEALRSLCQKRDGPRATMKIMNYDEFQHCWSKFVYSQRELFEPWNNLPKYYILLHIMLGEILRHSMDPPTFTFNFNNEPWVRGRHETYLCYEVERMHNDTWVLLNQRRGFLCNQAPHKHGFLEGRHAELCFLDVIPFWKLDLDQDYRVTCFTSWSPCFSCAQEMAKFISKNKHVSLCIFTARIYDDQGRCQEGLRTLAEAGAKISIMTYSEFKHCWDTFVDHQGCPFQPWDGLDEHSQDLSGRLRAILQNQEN
mIAP inh – inhibitors of mouse IAP, primary screen, biochemical, luminescence, uHTS | hit rate 0.2% among 330,000 | inhibition, % at 10 µM | AID 2806, 2010 | intestinal alkaline phosphatase [Mus musculus] | purified mouse IAP, CDP-Star luminescence, 30 min;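 active = inhibition of at least 40% at 10 µM in the primary screen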;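 note: plate controls were DMSO with enzyme for no effect and no enzyme wells for full effect; values of inactives mirror those of a sister screen read the other way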
mIAP activ – activators of mouse IAP, primary screen, biochemical, luminescence, uHTS; muIAP, CDP-Star luminescence, 30 min; active compounds read high; 1 = vehicle-only enzyme signal, 0 = enzyme-free wells; activation factor at 10 µM; hit rate 0.24% among 330,000;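 active = activation factor of at least 2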; note: the source names both 10 and 20 µM as test concentration; values of inactives mirror those of a sister screen read the other way
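Assay system: mouse IAP enzyme / Compound: DMSO-dissolved test compounds / Timing: 30 min, room temperature / Measured by: luminescence from enzymatic CDP-Star hydrolysis / Control set: DMSO-only wells, enzyme-free buffer wells as negative control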
APOBEC3A inh – APOBEC3A ssDNA deaminase inhibitors, primary screen, selectivity assay for APOBEC3G inhibitor project, biochemical, FAM/TAMRA oligo cleavage fluorescence. DNA dC->dU-editing enzyme APOBEC-3A (Homo sapiens), P31941. recombinant A3A, FAM/TAMRA ssDNA deamination fluorescence. inhibition, % at 20 µM. hit rate 0.41% among 330,000. AID 493011, 2011;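 active = at least 40% inhibition at 20 µM here, with at most 30% in a related deaminase screen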;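 note: plate controls were A3A with DMSO for no effect and wells lacking A3A enzyme for full effect; some results filed as inactive read as strong as hits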
Target sequence (P31941 whole entry, looked up): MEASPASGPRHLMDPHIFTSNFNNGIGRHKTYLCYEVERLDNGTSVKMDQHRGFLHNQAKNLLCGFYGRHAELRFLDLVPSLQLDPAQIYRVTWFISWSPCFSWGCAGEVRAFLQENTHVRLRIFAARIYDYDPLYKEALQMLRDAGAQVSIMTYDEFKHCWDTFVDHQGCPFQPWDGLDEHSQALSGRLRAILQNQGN
SENP1 inh – human SENP1 catalytic domain inhibitors, primary screen, biochemical, FRET, uHTS. Sentrin-specific protease 1 (Homo sapiens), Q9P0U3. recombinant SENP1 catalytic domain, CyPet-SUMO1-YPet FRET cleavage. inhibition, % at 10 µM. hit rate 0.21% among 360,000;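 active = inhibition at least 30% at 10 µM, raw YFP signal under a set limit, fluorescence ratio 0.5 to 1.5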;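 note: 0% = enzyme with DMSO and 100% = no enzyme wells; some results filed as inactive read as strong as hits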
Target sequence (Q9P0U3 419-644 limits assumed): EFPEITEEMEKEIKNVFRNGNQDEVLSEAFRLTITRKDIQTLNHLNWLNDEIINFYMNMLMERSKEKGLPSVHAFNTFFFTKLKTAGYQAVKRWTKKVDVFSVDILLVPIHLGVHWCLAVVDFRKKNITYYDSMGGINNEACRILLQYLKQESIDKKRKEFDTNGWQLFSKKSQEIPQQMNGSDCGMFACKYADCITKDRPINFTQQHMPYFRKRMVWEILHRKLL
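material = recombinant human SENP1 catalytic domain, His6-tagged | quantity = 20 pM enzyme | reagent = 25 nM SUMO1 FRET substrate | compound dosing = 10 µM single point, 0.5% DMSO | timing = 50 min enzyme reaction, room temperature, light-protected | detection = FRET, CFP and YFP emission | control set = no-enzyme low, enzyme-DMSO high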
beta cell repl – inducers of MIN6 beta-cell proliferation, primary screen, ATP luminescence, uHTS; hit rate 0.29% among 330,000; MIN6 cells proliferation, ATPlite luminescence, 48 h; cells starved in 0.2% serum; 100% = growth in 10% serum; proliferation, % at 10 µM;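 active = compounds whose signal lies at least 3.5 SD above the mean of all wells on their plate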;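 note: 0% = DMSO-treated cells in low-serum medium and 100% = 10% serum control; some compounds called inactive have numbers as strong as hits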
hIAP activ – human IAP activators, primary screen, biochemical, luminescence, uHTS; purified human IAP, CDP-Star luminescence, 30 min; active compounds read high; 1 = vehicle-only enzyme, 0 = enzyme-free background; activation factor at 10 µM; Intestinal-type alkaline phosphatase (Homo sapiens), P09923; hit rate 0.16% among 330,000; AID 2524, 2010;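 active = activation factor of the enzyme at least 2-fold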; note: the source names both 10 and 20 µM as test concentration; values of inactives mirror those of a sister screen read the other way
NALP3 yeast inh – NALP3 inflammasome inhibitors in reconstituted yeast, primary screen, luminescence, uHTS. Yeast reconstituted NLRP3/ASC/caspase-1, beta-gal luminescence, 24 h. inhibition, % at 10 µM. hit rate 0.39% among 330,000. AID 2825, 2010;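 active = inhibition of 50% or more; inactive = inhibition below 50%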;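 note: plate controls were induced DMSO wells for no effect and uninduced yeast grown without galactose for full effect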
Active calls of the source: *; & = joins results of further samples. Only part of the results is shown (hit frequency here may not be typical).

SMILES | hIAP block | A3G deaminase | mIAP inh | mIAP activ | APOBEC3A inh | SENP1 inh | beta cell repl | hIAP activ | NALP3 yeast inh
COc1ccc(CCN)cc1O | -22 | -3 | 2 | 0.98 | -4 | -7 | -2 | 1.2 | 27
Cc1c(N=Nc2c(O)n(C)c(=O)n(C)c2=O)c(=O)n(-c2ccccc2)n1C | 3 | 0 | -1 | 1 | -2 | 3 | 0 | 0.97 | 14
Cc1nc2ccccc2c(=O)n1-c1cc([N+](=O)[O-])cc([N+](=O)[O-])c1 | 4 | -4 | -2 | 1 | -6 | 1 | -3 | 0.96 | 11
O=S(=O)(NC1CN2CCC1CC2)c1ccc(Cl)cc1 (centres undefined) | -15 | -5 | 7 | 0.93 | -1 | 2 | 0 | 1.1 | 1
COC(=O)c1cc2c(s1)=NC=NP=2(N1CCOCC1)N1CCOCC1 | -7 | 1 | -9 | 1.1 | 8 | 2&2 | -3 | 1.1 | 5
CCOC(C(=O)OCCCN(CC)CC)(c1ccccc1)c1ccccc1 | -5 | -9 | 7 | 0.93 | -5 | 0 | 1 | 1 | 23
Cc1cc(C=C2C(=O)N(C)C(=S)N(C)C2=O)c(C)n1-c1ccncc1 | -18 | -2 | 22 | 0.78 | 1 | 8 | -3 | 1.2 | 0
CCC(=NCCCN(CC)CC)c1c(O)n(-c2ccccc2)c(=O)[nH]c1=O | -7 | -6 | 4 | 0.96 | -2 | 2 | -1 | 1.1 | 5
CC(C)(C)c1nc(N2CCN(C(=O)c3ccco3)CC2)c2nnn(Cc3ccccc3Cl)c2n1 | 4 | -6 | 7 | 0.93 | 4 | -5 | -6 | 0.96 | 17
COC(=O)C1=C(c2cccc(OC)c2OC)C[C@@H]2CC[C@H]1N2C(=O)NCc1cccc2ccccc12 | -9 | -7 | 3 | 0.97 | -5 | 2 | 7 | 1.1 | 13
CN(C)C1=NC(N(C)C)=NP(N(C)C)(N(C)C)=N1 | -12 | 3 | 2 | 0.98 | 2 | 1 | 0 | 1.1 | 14
CC(=O)[C@@]1(O)CCC2C3CC=C4C[C@@H](O)CC[C@]4(C)C3CC[C@@]21C (some centres undefined) | -2 | -4 | -16 | 1.2 | 1 | 1 | -4 | 1 | 23
Nc1ccc(S(=O)(=O)N2CCCCC2c2cccnc2)cc1 (centres undefined) | 7 | -6 | 2 | 0.98 | -5 | -2 | -3 | 0.93 | 10
Clc1cccc(N2CCNCC2)c1 | 3 | -4 | 3 | 0.97 | -1 | 0 | 5 | 0.97 | 14
COc1cccc(NC(=O)[C@@H](NC(=O)N2C[C@H]3C[C@@H](C2)c2cccc(=O)n2C3)C(C)C)c1 | -8 | -8 | 1 | 0.99 | -1 | 1 | -2 | 1.1 | 8

In another format: 9 of the compounds above.
molecule,hIAP block,A3G deaminase,mIAP inh,mIAP activ,APOBEC3A inh,SENP1 inh,beta cell repl,hIAP activ,NALP3 yeast inh
Cc1cc(C=C2C(=O)N(C)C(=S)N(C)C2=O)c(C)n1-c1ccncc1,-18,-2,22,0.78,1,8,-3,1.2,0
CCC(=NCCCN(CC)CC)c1c(O)n(-c2ccccc2)c(=O)[nH]c1=O,-7,-6,4,0.96,-2,2,-1,1.1,5
CC(C)(C)c1nc(N2CCN(C(=O)c3ccco3)CC2)c2nnn(Cc3ccccc3Cl)c2n1,4,-6,7,0.93,4,-5,-6,0.96,17
COC(=O)C1=C(c2cccc(OC)c2OC)C[C@@H]2CC[C@H]1N2C(=O)NCc1cccc2ccccc12,-9,-7,3,0.97,-5,2,7,1.1,13
CN(C)C1=NC(N(C)C)=NP(N(C)C)(N(C)C)=N1,-12,3,2,0.98,2,1,0,1.1,14
CC(=O)[C@@]1(O)CCC2C3CC=C4C[C@@H](O)CC[C@]4(C)C3CC[C@@]21C (some centres undefined),-2,-4,-16,1.2,1,1,-4,1,23
Nc1ccc(S(=O)(=O)N2CCCCC2c2cccnc2)cc1 (centres undefined),7,-6,2,0.98,-5,-2,-3,0.93,10
Clc1cccc(N2CCNCC2)c1,3,-4,3,0.97,-1,0,5,0.97,14
COc1cccc(NC(=O)[C@@H](NC(=O)N2C[C@H]3C[C@@H](C2)c2cccc(=O)n2C3)C(C)C)c1,-8,-8,1,0.99,-1,1,-2,1.1,8

(more compounds)
SMILES | hIAP block | A3G deaminase | mIAP inh | mIAP activ | APOBEC3A inh | SENP1 inh | beta cell repl | hIAP activ | NALP3 yeast inh
CCC1(c2ccccc2)C(=O)N(COC)C(=O)N(COC)C1=O | -11 | -8 | -3 | 1 | 0 | 1 | 1 | 1.1 | 10
COc1ccc(-n2c(-c3ccccc3)nc3ccccc3c2=O)cc1 | 9 | -6 | 6 | 0.94 | -1 | 2 | 0 | 0.91 | 13
Cc1ccc(CNC2=NCCS2)cc1 | 8 | -1 | -9 | 1.1 | 0 | 0 | 1 | 0.92 | 3
CCCn1c(C(=O)c2ccccc2)nc2ccccc21 | 0 | 0 | 1 | 0.99 | 3 | 1 | 0 | 1 | 13
O=C(Cc1c(Cl)cccc1Cl)N1CCN(Cc2ccccc2)CC1 | 4 | 6 | -1 | 1 | -1 | -1 | -2 | 0.96 | 16
O=C1NC(=O)C(=Cc2ccc(Oc3ccc([N+](=O)[O-])cc3)cc2)C(=O)N1 | -2 | -1 | -4 | 1 | -12 | 1 | -3 | 1 | 24
COc1ccc(CCn2c(O)c(/C=N/N3CCOCC3)c(=O)[nH]c2=O)cc1OC | 5 | -2 | 7 | 0.93 | -2 | 1 | -1 | 0.95 | -3
CCN1CCN(C(=O)COc2ccc(S(=O)(=O)Nc3ccc(Cl)cc3)cc2)CC1 | -25 | -1 | -7 | 1.1 | 1 | 0 | -5 | 1.3 | 4
Cc1cc(NC(=O)COC(=O)c2c(C)nn(Cc3ccccc3Cl)c2Cl)no1 | -6 | 2 | -15 | 1.2 | 7 | 1 | -4 | 1.1 | 7
O=C(Cc1cccs1)N1CCC2(CC1)OCCO2 | -5 | -4 | 4 | 0.96 | -2 | -20 | 1 | 1.1 | 20
Clc1ccc2[nH]c3c(c2c1)CCNC3 | 17 | -5 | 0 | 1 | -4 | 1 | -2 | 0.83 | 21
COc1ccc(C(=O)OC2CC[C@@]3(C)C4CCC5[C@]6(O)CC(O)[C@@]7(O)C(CN8CC(C)CCC8[C@@]7(C)O)[C@]6(O)C[C@@]53O[C@]24O)cc1OC (some centres undefined) | 2 | -7 | -1 | 1 | -2 | 2 | 5 | 0.98 | 13
CCN(CC)C(=O)COc1cc(C)cc2oc(=O)c3c(c12)CCCC3 | -5 | -3 | 4 | 0.95 | -2 | 1 | 6.6* | 1.1 | 25
Oc1c(Br)c(Br)c(Br)c(Br)c1Br | 29 | -10 | 5 | 0.95 | 2 | -1 | -7 | 0.71 | 66*
COc1ccc(-c2nn(CCC#N)cc2C(=O)Nc2ccccc2Cl)cc1 | -16 | -8 | -2 | 1 | -1 | 1 | -2 | 1.2 | 13
Cc1cc(CN(C)C)c(OC(=O)N(C)C)cc1C | 8 | -3 | 0 | 1 | -1 | 1 | 0 | 0.92 | -5
O=C1NC(=O)N(c2ccc(Cl)cc2)C(=O)/C1=C/c1coc2ccc(O)cc2c1=O | 9 | 0 | 12 | 0.88 | 7 | -19 | -4 | 0.91 | 11
CC/C(=N\NC(=O)c1ccccc1O)c1c(O)n(C2CCCCC2)c(=O)[nH]c1=O | -55 | -6 | 10 | 0.9 | -5 | -3 | -1 | 1.6 | 0
CCC(COC(=O)c1cc(OC)c(OC)c(OC)c1)(c1ccccc1)N(C)C (centres undefined) | -4&4 | -12&-7&-3 | 4&-3 | 1&1 | -2&-1&-2 | -3&1 | -2&0 | 1&0.96 | 15&0
CCSc1nnc([C@@H](N)Cc2ccccc2)o1 | 22 | -5 | -2 | 1 | -1 | 2 | -2 | 0.78 | 12
COc1ccc(-n2c(CNCCc3ccc(C)cc3)nc3ccccc3c2=O)cc1 | 10 | -6 | -5 | 1 | -7 | -3 | -2 | 0.9 | 16
COC(=O)C1C(O)CC2CCC1N2C (centres undefined) | -31 | -7 | -18 | 1.2 | 1 | -2 | -2 | 1.3 | 11
CCN(C(=O)Oc1ccccc1)c1ccc(C(O)(C(=O)OC)C(F)(F)F)cc1 (centres undefined) | 4 | 0 | 16 | 0.84 | 0 | 1 | 5 | 0.96 | -12
CCOc1ccc(-n2c(O)c(C=NCCN3CCNCC3)c(=O)[nH]c2=O)cc1 | -21 | -5 | 3 | 0.97 | -4 | 0 | -1 | 1.2 | 24
CCC1CCCCN1P(=O)(c1ccc(C)o1)C(C)(C)C (centres undefined) | 7 | 3 | -9 | 1.1 | 0 | -1 | -4 | 0.93 | 3
Cn1cc(NC(=O)CCl)cn1 | 10 | -5 | 2 | 0.98 | -1 | 0 | -3 | 0.9 | -16
CCCCn1c(O)c(/C(CC)=N/N2CCCCC2c2cccnc2)c(=O)[nH]c1=S (centres undefined) | 17 | -3 | 5 | 0.95 | -4 | -3 | 0 | 0.83 | -6
COC(=O)C1=C(c2ccc(S(C)(=O)=O)cc2)C[C@@H]2CC[C@H]1N2C(=O)NC(C)C | 9 | 0 | 0 | 0.99 | 1 | 0 | 0 | 0.91 | 9
CCN1C(=O)C(=Cc2ccc(C)s2)C(=O)N(CC)C1=S | 9 | -5 | 11 | 0.89 | 0 | -26 | -6 | 0.91 | 4
CN(C)C1=NP(N(C)C)(N(C)C)=NC(c2ccccc2)=N1 | 5 | 1 | 1 | 0.99 | 1 | 2 | 1 | 0.95 | 6
COP(=O)(OC)C(NC(=O)c1ccc(C)cc1)C(Cl)(Cl)Cl (centres undefined) | 24 | -12 | 6 | 0.94 | 1 | -1 | -1 | 0.76 | -30
O=c1cccc2n1C[C@H]1C[C@@H]2CN2CCCC[C@@H]12 | -29 | -3 | -2 | 1 | -2 | 2 | -2 | 1.3 | 5
CCOc1ccc(CN2CCCC(C(=O)c3ccccc3OC)C2)cc1 (centres undefined) | 11 | -4 | 0 | 1 | -6 | -1 | -1 | 0.89 | 21

High-throughput results from PubChem.
